NPR2 activator = human GC-B receptor activators, primary screen, HEK293 GC-B cells, cGMP TR-FRET, EC30 CNP. Atrial natriuretic peptide receptor 2 (Homo sapiens), P20594. 0% at EC30 CNP, 100% saturating CNP. activation, % at 10 µM. hit rate 0.11% among 370,000. AID 1920062, 2024;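 active means activation at 10 µM reaching about 35% in either raw or pattern-adjusted values, limit read from the data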
SIAE primary = human SIAE inhibitors, primary screen, biochemical, fluorescence polarization, FP-Rh probe, 1536-well HTS. inhibition, % at 9.66 µM. Sialate O-acetylesterase (Homo sapiens), Q9HAT2. AID 1053197, 2014. SIAE FP-Rh probe binding. hit rate 0.69% among 370,000;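 active means inhibition above a cutoff: mean of compounds within the control limits plus 3 SD of those, cut at about 17% in these data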;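 further: 0% = plate median of compound wells and 100% = probe without SIAE protein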
MBD2 inh = inhibitors of MBD2 binding to methylated DNA, primary screen, biochemical, TR-FRET, DNA-binding domain, human. AID 686964, 2013. Methyl-CpG-binding domain protein 2 (Homo sapiens), Q9UBB5. inhibition, % at 4.4 µM. MBD2 binding to methylated oligonucleotide. hit rate 0.31% among 370,000; in the data active means inhibition above about 13%
PRMT1 FP inh = PRMT1 methyltransferase inhibitors, primary screen, biochemical, fluorescence polarization. hit rate 1.3% among 370,000. recombinant PRMT1, activity-based probe fluorescence polarization. AID 652257, 2013. inhibition, % at 2.79 µM. Protein arginine N-methyltransferase 1 (Homo sapiens), Q99873;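 active means inhibition above about 21% made by adding two undisclosed values, limit read from the data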
HTRA1 inhibitor = HTRA1 serine protease inhibitors, primary screen, biochemical, fluorescence polarization, HTS. Q92743. recombinant HTRA1, FP-rhodamine activity-based probe. inhibition, % at 5.96 µM. hit rate 0.5% among 340,000; in the data active means inhibition above about 36%;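 further: 0% = enzyme with DMSO and 100% = wells lacking enzyme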
NPR1 activator = GC-A stimulated cGMP production enhancers – HEK293 GC-A cells, cGMP TR-FRET, EC30 ANP, primary screen; 0% at EC30 ANP, 100% saturating ANP; activation, % at 10 µM; hit rate 0.14% among 370,000; in the data active means activation above about 40%
Target sequence (P16066 whole entry, looked up): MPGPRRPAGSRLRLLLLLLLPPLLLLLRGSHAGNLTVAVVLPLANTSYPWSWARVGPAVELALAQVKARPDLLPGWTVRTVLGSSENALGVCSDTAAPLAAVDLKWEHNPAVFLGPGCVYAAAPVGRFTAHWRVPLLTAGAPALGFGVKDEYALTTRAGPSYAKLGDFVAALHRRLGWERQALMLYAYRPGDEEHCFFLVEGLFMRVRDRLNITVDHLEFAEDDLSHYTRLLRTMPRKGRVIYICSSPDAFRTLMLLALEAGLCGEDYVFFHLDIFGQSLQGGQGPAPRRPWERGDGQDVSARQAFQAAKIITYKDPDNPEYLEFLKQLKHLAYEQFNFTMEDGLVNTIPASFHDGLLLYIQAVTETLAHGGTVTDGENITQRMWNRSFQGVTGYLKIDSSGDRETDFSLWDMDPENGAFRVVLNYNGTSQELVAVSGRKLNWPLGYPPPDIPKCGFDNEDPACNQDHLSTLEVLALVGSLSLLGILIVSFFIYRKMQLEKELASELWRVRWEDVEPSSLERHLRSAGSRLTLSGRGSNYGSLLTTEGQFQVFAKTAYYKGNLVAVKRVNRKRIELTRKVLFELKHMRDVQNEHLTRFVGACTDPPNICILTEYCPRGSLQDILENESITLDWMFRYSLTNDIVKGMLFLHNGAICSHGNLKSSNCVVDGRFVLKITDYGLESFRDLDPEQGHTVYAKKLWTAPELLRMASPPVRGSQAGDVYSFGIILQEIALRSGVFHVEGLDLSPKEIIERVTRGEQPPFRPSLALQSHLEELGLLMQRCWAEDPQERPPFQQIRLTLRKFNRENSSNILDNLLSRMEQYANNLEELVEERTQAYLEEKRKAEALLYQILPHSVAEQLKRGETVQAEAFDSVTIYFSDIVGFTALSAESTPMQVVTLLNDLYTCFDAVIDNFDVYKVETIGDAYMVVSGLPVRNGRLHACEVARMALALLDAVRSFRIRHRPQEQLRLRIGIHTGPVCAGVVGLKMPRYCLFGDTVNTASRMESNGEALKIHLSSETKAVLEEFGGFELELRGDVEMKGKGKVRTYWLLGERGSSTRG
rCAG RNA binder = binders of r(CAG) RNA repeats, primary screen, biochemical, fluorescence | r(CAG) RNA repeat, TO-PRO-1 dye displacement fluorescence | inhibition, % at 3 µM | hit rate 1.3% among 370,000 | AID 651821, 2012;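 active means inhibition above the plate cutoff, the mean of all test compounds on that plate plus 3 SD, cut at about 35% in these data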;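 further: 0% = DMSO alone and 100% = 100 µM mitoxantrone as full dye displacement; higher means more dye released from RNA so lower well fluorescence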
UHRF1 MBD2 ctr = UHRF1 methylated DNA binding inhibitors, primary screen, counter-screen for MBD2 inhibitor project, biochemical, TR-FRET, human UHRF1, single concentration. UHRF1 binding to methylated oligo. hit rate 0.75% among 370,000. inhibition, % at 4.4 µM; in the data active means inhibition above about 21%;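 further: UHRF1 SRA domain binding a hemimethylated CpG hairpin DNA probe; 0% = median of test compound wells and 100% = reference inhibitor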
TCR CD3 inh = inhibitors of human TCR-CD3 interaction, primary screen, biochemical, fluorescence, TAMRA-labeled TCR probe | inhibition, % at 9.4 µM | T-cell receptor (TCR) | hit rate 0.37% among 360,000; in the data active means inhibition above about 19%;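 further: recombinant mutant TCR 2C K166C tagged with TAMRA read by polarization; 0% = receptor in buffer alone and 100% = receptor with positive control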
mABHD4 FP = ABHD4 inhibitors, primary screen, biochemical, fluorescence polarization, mouse. (Lyso)-N-acylphosphatidylethanolamine lipase (Mus musculus), Q8VD66. purified mABHD4, FP-Rh probe fluorescence polarization. inhibition, % at 8.92 µM. hit rate 0.54% among 370,000. AID 720543, 2013;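 active means inhibition exceeding the mean over every tested compound plus 3 SD, cut at about 30% in these data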;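 further: 0% = plate median of compound wells and 100% = S159A mutant with DMSO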
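system = mouse ABHD4 enzyme, wild type | medium = HEPES pH 7.0, NaCl, Pluronic buffer | also added = FP-Rh probe | incubation = Enzyme–compound pre-incubation 45 min, then probe 60 min, both 25 °C | technique = fluorescence polarization, excitation 525 nm, emission 598 nm, BODIPY TMR filters | controls = S159A mutant high control, sample median low control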
* marks the source's active call; other numbers are inactive results; nt = no result given.

Screens in order – NPR2 activator	SIAE primary	MBD2 inh	PRMT1 FP inh	HTRA1 inhibitor	NPR1 activator	rCAG RNA binder	UHRF1 MBD2 ctr	TCR CD3 inh	mABHD4 FP
Cc1nc(NC(=O)c2ccccc2)sc1-c1cc(C(=O)N2CCOCC2)nn1Cc1ccccc1
→ -0.5	0.1	4.0	-3.5	-13.0	0.1	4.0	0.2	4.7	-3.2
COC(=O)c1ccc(N2C(c3cc(OC)cc(OC)c3)=Cc3ccc(-c4cccnc4)cc3C2CC(=O)C2CC2)cc1 (centres undefined)
→ -2.0	-2.6	0.3	-0.8	nt	-1.3	10.4	-1.2	3.6	-3.3
Cc1noc(C)c1COc1ccc(C(=O)NCC(c2c(F)cccc2Cl)N(C)C)cc1 (centres undefined)
→ -3.0	-1.6	0.2	2.1	-0.7	1.8	-5.8	2.4	3.5	5.6
CCC(Cc1ccccc1)NC(=O)Cn1ncc2ccsc2c1=O (centres undefined)
→ 1.1	-0.4	-5.1	1.4	6.2	-2.7	-0.7	-0.3	-0.7	0.3
CCC(c1nnnn1-c1ccc2c(c1)OCCO2)N1CCN(C/C=C/c2ccccc2)CC1 (centres undefined)
→ 0.0	7.4	-5.5	-2.9	nt	3.8	0.4	-2.3	3.8	-0.1
CN(C)C(=S)NC(=NCc1ccc([N+](=O)[O-])cc1)c1ccccc1
→ 3.2	6.9	0.0	22.3*	3.7	8.9	4.2	9.6	-0.7	0.9
COC(=O)/C=C/c1cnc2ccccc2c1
→ 0.6	-2.4	-2.8	3.1	2.1	1.6	-1.7	-3.1	-2.6	-3.2
O=C(N/N=C1\CCCc2ccccc21)c1ccc([N+](=O)[O-])cc1Cl
→ -0.3	4.4	-0.4	1.8	-1.6	-2.1	3.5	0.4	-5.1	-0.5
COc1cccc(C(C)(O)c2nc(-c3cccc(F)c3)cs2)c1 (centres undefined)
→ -5.1	-4.7	-2.3	0.8	nt	3.6	2.1	2.1	-4.9	-22.9
NC(=O)CC1NC(=O)c2ccccc21 (centres undefined)
→ 0.2	9.6	-5.2	-1.5	6.3	-1.6	-1.2	5.9	-8.1	-4.8
COc1ccc(NC(=O)N2CCN(c3ccc([N+](=O)[O-])cc3)CC2)cc1OC
→ -1.1	3.1	-5.1	-2.0	-1.4	1.2	-1.2	-4.0	-0.9	3.6
O=C(COC(=O)c1c[nH]c2ccccc12)NC1CCCCC1
→ -0.1	2.5	6.0	4.9	-2.5	-3.0	2.1	2.1	-3.3	-10.0
Cc1onc(-c2c(F)cccc2Cl)c1C(=O)Nc1nc2ccccc2[nH]1
→ -4.1	-3.7	-3.0	1.1	-32.6	2.6	-2.0	0.3	-0.4	-17.9
Cn1cncc1C#Cc1c(-c2ccsc2)sc2ccccc12
→ -8.0	-10.0	0.4	-1.0	-58.3	-7.3	9.6	-3.8	9.6	-25.4
COC(=O)c1cc(S(=O)(=O)N2CCN(c3cccc(C(F)(F)F)c3)CC2)cn1C
→ 1.7	-5.9	-5.3	-3.5	nt	1.0	2.5	-1.6	nt	-11.1
CCO[C@H]1OC(C(=O)N2CCN(Cc3ccc4c(c3)OCO4)CC2)=C[C@@H](c2ccccc2)[C@@H]1CCCO
→ 4.5	1.9	-5.6	0.0	-2.0	-0.3	-8.2	-1.8	1.1	10.8
Cc1cc(N)ccc1NC(=O)c1ccccc1
→ -1.9	7.8	1.9	0.0	4.2	2.9	-2.3	0.0	-3.6	0.8
CCCC(=O)N1CCCC1(C)C(=O)Nc1ccc2c(c1)CCN2C(C)=O (centres undefined)
→ -3.0	4.0	5.7	-0.6	nt	-4.5	2.4	-0.7	-3.1	-5.0
COc1cc2c(cc1NC(=O)CSc1nnc(Cc3cccs3)n1C)oc1ccccc12
→ -0.7	-13.5	1.3	-0.5	-32.2	-3.3	5.0	2.6	-3.3	-13.0
CN(CC(=O)Nc1ccccc1Cl)C(=O)c1cc(C2CC2)nn1-c1ccccc1
→ -0.9	0.0	-3.5	-3.3	0.9	-3.6	2.9	-0.1	-2.7	3.7
O=C(O)c1ccc(CSc2nnc(-c3ccncc3)n2-c2ccc(Br)cc2)cc1
→ -2.8	0.0	-0.8	-0.3	0.8	2.6	5.4	3.3	-6.8	-4.3
CCOc1ccc(C(=O)NN2C(=O)C3C4C=CC(O4)C3C2=O)cc1 (centres undefined)
→ 4.4	-2.8	-1.1	53.2*	3.0	2.2	1.2	1.6	-6.4	5.5
COc1cc(C(=O)c2ccccc2C(=O)O)c(OC)c2c1CCCC2
→ 4.0	-0.4	4.1	3.1	2.0	0.3	8.2	-0.2	-9.4	6.0
O=c1c2ccccc2[nH]c(=S)n1Cc1ccccc1
→ 2.2	-0.2	-0.8	1.2	-5.1	4.7	0.4	0.6	-0.6	-2.8
COC(=O)CSc1nnc(CNC(=O)c2ccc(OC)cc2OC)n1C
→ -2.6	-0.9	-2.8	1.1	6.6	-2.9	0.7	1.0	-1.6	-2.5
O=C(O)c1cccc(-c2csc(C(O)c3ccc(F)cc3)n2)c1 (centres undefined)
→ 5.7	0.3	1.8	0.7	nt	2.0	1.5	-2.4	2.6	-2.5
c1ccc(-c2nnc(-c3ccccc3)nn2)cc1
→ -8.7	10.9	2.0	-2.9	nt	0.4	-2.9	2.5	0.6	4.1
O=[N+]([O-])c1ccc(N2CCN(S(=O)(=O)c3ccccc3)CC2)cc1
→ -18.6	-1.7	0.5	7.5	4.2	-51.3	0.2	0.2	-1.5	0.4
CS(=O)(=O)N(CC(=O)NCCSCc1ccco1)c1ccc2c(c1)OCO2
→ -3.8	-1.5	-1.2	3.0	2.6	0.2	10.5	2.6	-3.0	3.5
O=C(Nc1ncc(Br)s1)C(Cc1ccccc1)n1cccc1 (centres undefined)
→ -8.7	-4.0	-4.6	1.4	-29.3	-7.0	8.9	-0.3	-1.7	-15.0

Compound profiles, from the list above. Order of screens: NPR2 activator, SIAE primary, MBD2 inh, PRMT1 FP inh, HTRA1 inhibitor, NPR1 activator, rCAG RNA binder, UHRF1 MBD2 ctr, TCR CD3 inh, mABHD4 FP
CCC(Cc1ccccc1)NC(=O)Cn1ncc2ccsc2c1=O (centres undefined) across the screens: 1.1, -0.4, -5.1, 1.4, 6.2, -2.7, -0.7, -0.3, -0.7, 0.3
Cn1cncc1C#Cc1c(-c2ccsc2)sc2ccccc12 across the screens: -8.0, -10.0, 0.4, -1.0, -58.3, -7.3, 9.6, -3.8, 9.6, -25.4

Going on with the list:
Screens in order – NPR2 activator	SIAE primary	MBD2 inh	PRMT1 FP inh	HTRA1 inhibitor	NPR1 activator	rCAG RNA binder	UHRF1 MBD2 ctr	TCR CD3 inh	mABHD4 FP
CCOC(=O)/C=C(/C)N1N=C(c2ccc(OC)cc2)CC1c1cccc([N+](=O)[O-])c1 (centres undefined)
→ -7.4	1.1	2.7	0.6	-8.3	6.2	3.8	7.0	4.7	0.9
COCc1[nH]nc2c1C(c1ccsc1)C(C#N)=C(N)O2 (centres undefined)
→ 3.8	4.0	-3.2	-0.4	1.2	6.0	0.1	-5.9	-2.0	2.6
CCOc1ccccc1C(=O)N(Cc1ccccc1)Cc1cc2cc3c(cc2[nH]c1=O)OCCO3
→ -3.8	-2.2	8.2	0.3	-2.0	-3.4	-2.5	-1.0	-2.2	6.2
CC(C)(C)CC(=O)O/N=C(\N)c1ccncc1
→ 2.4	0.2	4.9	3.3	0.8	-1.9	-4.7	1.5	-9.4	9.4
CCN1C(=Nc2ccc(Cl)cc2)SC/C1=C\C(=O)OC
→ -1.6	6.4	-4.3	1.7	-2.6	12.5	-1.2	2.3	-2.6	5.5
CCCNC(=O)C1CC(=O)N(c2ccc(OCc3ccc(F)cc3)cc2)C1 (centres undefined)
→ -0.7	0.2	-1.4	2.3	4.8	11.2	-4.2	0.6	0.8	7.0
CCCCC(=O)Nc1ccc2c(c1)nc(CCN1CCOCC1)n2C
→ -0.4	-1.7	9.4	6.6	2.4	-1.8	-0.6	5.2	-0.7	-13.1
O=C(NCCCN1CCOCC1)c1cccc(S(=O)(=O)NCc2ccccc2)c1
→ 1.4	-2.6	-1.0	0.7	-2.0	-2.3	-1.9	-1.6	8.5	2.9
COc1ccc(-c2c(-c3ccsc3)oc3ccc(N4CCOCC4)cc23)cc1
→ -0.1	9.3	1.7	0.4	11.1	-2.5	9.9	-2.6	9.5	0.9
O=C(Cn1cc2c(n1)CCCC2)NCCCN1CCN(Cc2ccccc2)CC1
→ -1.9	4.3	2.7	3.8	5.1	-2.0	3.8	0.7	1.4	6.4
O=c1c2ccccc2c(-c2ccccc2)nn1Cc1c(Cl)cccc1Cl
→ -3.2	-3.4	-3.9	0.5	-4.9	-14.7	-1.9	1.0	0.6	-1.2
CSc1ncc(C(=O)NCCCc2ccccc2)c(C)n1
→ 6.0	-9.3	-2.9	-3.4	-7.6	1.1	3.6	-2.0	6.2	-0.2
CC1Cc2ccccc2N1C(=O)CSc1nc2c(c(=O)n(C)c(=O)n2C)n1Cc1ccc(F)cc1 (centres undefined)
→ 21.9	-1.9	3.1	-1.2	2.7	11.9	-0.3	-0.6	3.9	0.3
CCc1nn(CC(=O)N2CCN(CC)CC2)c(=O)c2cccn12
→ 1.3	-2.2	2.8	3.4	1.7	2.3	-0.9	0.5	-4.1	-4.3
COC(=O)c1cc2c(s1)-c1ccc(OC)cc1CC2
→ -6.2	2.9	2.1	-4.3	-2.4	-4.8	-0.9	1.1	3.2	-3.3
COc1ccccc1C(=O)OCC(=O)NC12CC3CC(CC(C3)C1)C2
→ 1.4	5.7	-1.0	-4.1	-7.8	3.1	-6.2	-0.9	2.8	-1.7
Cc1cc(=O)oc2c(C(=O)c3ccccc3)c(OCC(N)=O)ccc12
→ 0.8	-2.8	9.2	8.6	nt	-6.2	-4.8	4.0	-2.5	-11.2
CCOc1cc(C2NN=C(c3ccc(C)cc3)S2)ccc1O (centres undefined)
→ -0.4	-1.5	-4.6	2.5	-14.4	15.1	9.0	0.2	-6.7	0.5
Cc1cccc(C)c1OCC(O)CNS(=O)(=O)c1ccccc1C(=O)N1CCOCC1 (centres undefined)
→ -0.7	-1.0	-2.7	-0.1	3.3	-1.0	-8.8	-2.0	-0.9	-2.4
NC(=O)CC(NC(=O)Cc1ccc(Cl)cc1)c1ccc(NC2CC3CCC2C3)c([N+](=O)[O-])c1 (centres undefined)
→ 0.7	-7.1	6.5	-0.4	2.0	2.6	12.1	-0.5	1.7	4.6
NC(=S)N/N=C/c1c(O)ccc2ccccc12
→ 7.3	9.6	-4.1	15.3	35.6	12.2	1.7	-8.2	14.9	23.5
COc1ccc(C(=O)Nc2ccccc2C(=O)N2CCCCCC2)cc1
→ 2.9	-1.2	2.0	5.7	-4.0	-3.5	-0.2	1.7	-4.6	2.0
O=CN1CCN(C(=O)c2ccc(-c3nc4ccccc4s3)s2)CC1
→ 3.0	-0.8	-5.6	-2.5	-10.7	6.4	-6.5	-3.0	3.4	-5.5

Not all compounds are listed (hit frequency here may not be typical).
